# ssDAF12 agonist = activators of S. stercoralis DAF-12 nuclear receptor; HEK293 ssDAF-12/GRIP1 lit1-tk-luc reporter, luminescence; % of 3 µM dafachronic acid response; activation, % at 6.8 µM; hit rate 1% among 370,000; AID 652126;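 active = activation above the mean over all tested compounds plus 3 SD, cut at about 0.9% in these data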;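 also: 0% = DMSO-only wells and 100% = 3 µM delta7-dafachronic acid wells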
# DAX1 inh-1 = inhibitors of DAX1 repression of SF-1 activated StAR promoter; hit rate 1.1% among 370,000; inhibition, % at 6.8 µM; HEK293T StAR-luciferase reporter, SF-1/DAX-1 repression relief; AID 652010;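 active = inhibition above the mean over all tested compounds plus 3 SD, cut at about 3.6% in these data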;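 also: 0% = DAX-1 cells with DMSO and 100% = cells lacking DAX-1 with DMSO; higher inhibition means more luminescence from relief of DAX-1 repression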
# hgDAF12 agonist = activates the H. glycines DAF-12 receptor ligand-binding domain | HEK293 GAL4-hgDAF12 UAS-luciferase reporter, agonist luminescence; normalized to butyrate control | activation, % at 6.8 µM | hit rate 1.8% among 370,000 | AID 687014;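 active = activation above a cutoff set at the mean of all screened compounds plus 3 SD, cut at about 10% in these data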;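 also: 0% = DMSO wells and 100% = sodium butyrate wells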
# SMARCA2 activ = increases SMARCA2 function in MMTV reporter cells. activation, % at 9.1 µM. hit rate 1% among 370,000. MG213 cells, MMTV-luciferase reporter, dexamethasone, overnight; in the data active = activation above about 7.8%;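 also: 0% = vehicle wells and 100% = reference activator wells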
# GAA850 FXN act = activators of GAA850 frataxin (FXN) promoter. HEK293 lucGAA850 FXN promoter luciferase reporter, 24 h; percent of 10 µM SAHA response. activation, % at 6 µM. hit rate 0.56% among 360,000. AID 540364;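 active = activation above the average of all compounds screened plus 3 SD, cutoff fixed separately per campaign, cut at about 7.5% in these data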;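 also: 0% = DMSO wells and 100% = 10 µM SAHA wells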
# ADAM17 inh = inhibits human ADAM17; P78536; recombinant ADAM17, EDANS/DABCYL FRET peptide cleavage; inhibition, % at 6.95 µM; hit rate 0.83% among 370,000; AID 720648;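 active = inhibition above the mean of compounds lying between control limits plus 3 SD, set per campaign, cut at about 8.5% in these data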;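 also: 0% = DMSO-only wells as the low control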
# Target sequence (P78536 215-824 limits assumed): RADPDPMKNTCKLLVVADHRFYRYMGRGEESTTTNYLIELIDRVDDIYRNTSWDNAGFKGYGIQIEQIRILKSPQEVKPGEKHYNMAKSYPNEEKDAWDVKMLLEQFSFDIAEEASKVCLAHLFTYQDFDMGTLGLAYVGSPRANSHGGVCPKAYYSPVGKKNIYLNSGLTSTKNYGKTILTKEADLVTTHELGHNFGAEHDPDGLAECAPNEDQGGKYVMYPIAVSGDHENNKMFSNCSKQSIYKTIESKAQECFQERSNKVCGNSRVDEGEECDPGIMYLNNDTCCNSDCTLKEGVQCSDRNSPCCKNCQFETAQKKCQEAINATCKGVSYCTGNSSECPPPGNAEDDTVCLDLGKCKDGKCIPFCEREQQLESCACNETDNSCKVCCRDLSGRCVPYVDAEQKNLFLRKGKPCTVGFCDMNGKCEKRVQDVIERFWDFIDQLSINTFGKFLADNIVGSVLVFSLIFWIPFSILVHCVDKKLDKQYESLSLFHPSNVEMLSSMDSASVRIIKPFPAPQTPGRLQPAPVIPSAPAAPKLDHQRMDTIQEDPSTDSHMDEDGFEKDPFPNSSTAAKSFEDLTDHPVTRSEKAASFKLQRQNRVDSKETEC
# PG9 binder = binds the HIV-1 gp120 antibody PG9; TR-FRET gp120-PG9 antibody binding; inhibition, % at 6.7 µM; hit rate 0.43% among 360,000; in the data active = inhibition above about 8.5%
# hcDAF-12 act = activators of H. contortus DAF-12 nuclear receptor; HEK293 hcDAF-12 lit1-tk-luc reporter, luminescence; 0% DMSO, 100% Δ7-dafachronic acid; activation, % at 6.8 µM; hit rate 1.4% among 370,000;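 active = activation above the mean of all tested compounds plus 3 SD, cut at about 5.5% in these data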;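 also: 100% = response to 3 µM Δ7-dafachronic acid high control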
# DAX1 inh-2 = inhibits human nuclear receptor DAX1. HEK293 Gal4-DAX1 luciferase reporter, luminescence. inhibition, % at 6.75 µM. hit rate 0.99% among 340,000. AID 504766;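 active = inhibition above the mean over all tested compounds plus 3 SD, cut at about 4.2% in these data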;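 also: 0% = DAX1-transfected cells with DMSO and 100% = empty-vector control cells with DMSO; inhibition shows as a rise in luminescence from relieved DAX1 repression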
# Target sequence (P51843 207-470 limits assumed): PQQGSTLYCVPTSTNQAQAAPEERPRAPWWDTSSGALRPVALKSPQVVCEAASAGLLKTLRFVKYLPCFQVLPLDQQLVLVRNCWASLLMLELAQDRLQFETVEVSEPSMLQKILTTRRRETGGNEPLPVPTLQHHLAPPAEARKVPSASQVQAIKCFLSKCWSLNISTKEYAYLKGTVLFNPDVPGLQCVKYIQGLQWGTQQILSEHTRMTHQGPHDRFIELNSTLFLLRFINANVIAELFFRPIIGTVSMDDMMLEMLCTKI
# NPR1 activator = GC-A (human) enzyme activation; HEK293 GC-A cells, cGMP TR-FRET, EC30 ANP; 0% at EC30 ANP, 100% saturating ANP; AID 1671463; activation, % at 10 µM; hit rate 0.14% among 370,000; in the data active = activation above about 40%
# ADAM10 inh = inhibitors of human ADAM10; inhibition, % at 7 µM; AID 720582; hit rate 0.62% among 370,000; O14672; recombinant ADAM10, EDANS/DABCYL FRET peptide cleavage, 3 h;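 active = inhibition above a per-campaign cutoff equal to the mean of compounds falling between control-based bounds plus 3 SD, cut at about 20% in these data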;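 also: 0% = DMSO wells while the 100% control is not disclosed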
# An asterisk follows results filed as active; i = inactive; · = not tested or not shown.
# Screens in order: ssDAF12 agonist	DAX1 inh-1	DAX1 inh-2	PG9 binder	SMARCA2 activ	ADAM10 inh	hgDAF12 agonist	ADAM17 inh	GAA850 FXN act	NPR1 activator	hcDAF-12 act
- Cc1cc(C)n2c(SCc3ccc(C#N)cc3)nnc2n1
→ -1.4	-1.2	-0.2	-0.6	-3	-5	-3.2	-4	2.5	1	0.4
- COc1cc(OC)c(C(=O)OCC(=O)Nc2c(C)n(C)n(-c3ccccc3)c2=O)cc1OC
→ -0.2	0.1	-0.4	0.2	-1	-11	1.5	-9	0.9	0	1.8
- CC(=O)Nc1ccc(NS(=O)(=O)c2cn(C)c(=O)n(C)c2=O)cc1
→ -0.7	1.6	0.5	-1.0	4	-2	-1.6	-1	-0.6	-2	1.1
- Cc1cccc(C)c1NC(=O)C1c2ccccc2OCC(=O)N1C1CC1 (stereo not given)
→ -0.8	-0.7	·	0.4	4	4	0.2	0	·	3	0.9
- CC(=O)Oc1ccc(C(=O)NCc2ccc3c(c2)OCO3)cc1
→ -1.1	-0.3	2.8	0.0	-3	-4	2.1	-3	0.3	1	-0.5
- CCCNS(=O)(=O)c1ccc(CCC(=O)N2CCN(c3ccc(OC)cc3)CC2)cc1
→ -2.2	-1.8	-1.7	0.0	3	-5	-3.9	-5	1.2	-2	-4.6
- CSC1=NCCCN1C(=O)c1c(-c2ccccc2Cl)noc1C
→ -1.2	0.4	1.7	1.7	-3	-1	-0.4	-7	1.2	4	1.3
- CC(C)(C)C1CCc2onc(C(=O)Nc3cnn(Cc4ccc(F)cc4)c3)c2C1 (stereo not given)
→ -1.5	-0.5	0.7	-2.6	0	12	-0.9	3	0.7	-4	-2.2
- O=C(/C=C/c1ccc(-c2ccccc2[N+](=O)[O-])o1)c1ccc(F)cc1
→ -0.6	-0.3	-0.2	-0.8	1	1	0.9	0	-0.5	-16	2.5
- CN(C)/C(=N\S(=O)(=O)c1ccccc1)c1ccccc1
→ -0.7	0.0	0.7	-0.5	0	6	-0.2	-1	1.9	2	-0.3
- COC(=O)c1sc(NC(=O)OCc2ccccc2)nc1CCNC(=O)OC(C)(C)C
→ -0.5	0.2	·	2.1	-2	-18	3.8	-5	·	1	-0.9
- O=[N+]([O-])c1ccc(SNc2ccccc2)c([N+](=O)[O-])c1
→ -1.5	-2.8	2.4	1.7	-3	19	-0.5	3	5.7	-3	-2.6
- COc1ccc(N2CC(NC(=O)NC(C)(C)C)CC2=O)cc1 (stereo not given)
→ -0.3	-0.7	-0.8	-0.9	2	9	0.7	5	0.6	-1	1.9
- Cc1ccc(C2=N/C(=C\c3ccc(F)cc3)C(=O)N2)cc1
→ -1.0	1.4	-0.3	0.5	0	-22	1.1	-4	4.2	-1	1.4
- O=C(Nc1ncnc2c1CCC2)C12CC3CC(CC(C3)C1)C2
→ -1.3	-0.2	0.9	-2.1	0	2	-0.6	-2	4.8	-2	-0.8
- COc1ccc(/C=C2\S/C(=N/S(=O)(=O)c3cccs3)NC2=O)cc1
→ -0.8	1.4	0.1	-2.2	-1	2	2.9	2	0.0	-4	2.2
- CC(CC(=O)N1CCN(c2ccccc2)CC1)S(=O)(=O)c1ccc2c(c1)NC(=O)CS2 (stereo not given)
→ -1.4	-0.6	-0.8	-3.0	-1	2	0.0	1	-0.9	1	-1.9
- CC(Cc1ccccc1)NC(=O)C1(c2ccccc2)CCOCC1 (stereo not given)
→ -1.3	-0.2	0.4	-0.4	0	1	-0.7	2	-0.1	2	0.2
- O=C1CCC(c2ccc(-n3ccnc3)cc2)=NN1
→ -0.6	0.0	0.6	-0.7	6	6	0.1	-4	3.3	-1	0.8
- O=C1CCC(c2ccccc2)=NN1
→ -1.4	-0.3	-0.7	-0.1	4	7	-2.9	3	0.8	-2	-1.7

# An excerpt of these results, field by field:
> CC(=O)Nc1ccc(NS(=O)(=O)c2cn(C)c(=O)n(C)c2=O)cc1
- ssDAF12 agonist = -0.7
- DAX1 inh-1 = 1.6
- DAX1 inh-2 = 0.5
- PG9 binder = -1.0
- SMARCA2 activ = 4
- ADAM10 inh = -2
- hgDAF12 agonist = -1.6
- ADAM17 inh = -1
- GAA850 FXN act = -0.6
- NPR1 activator = -2
- hcDAF-12 act = 1.1
> CN(C)/C(=N\S(=O)(=O)c1ccccc1)c1ccccc1
- ssDAF12 agonist = -0.7
- DAX1 inh-1 = 0.0
- DAX1 inh-2 = 0.7
- PG9 binder = -0.5
- SMARCA2 activ = 0
- ADAM10 inh = 6
- hgDAF12 agonist = -0.2
- ADAM17 inh = -1
- GAA850 FXN act = 1.9
- NPR1 activator = 2
- hcDAF-12 act = -0.3

# The list goes on:
# Screens in order: ssDAF12 agonist	DAX1 inh-1	DAX1 inh-2	PG9 binder	SMARCA2 activ	ADAM10 inh	hgDAF12 agonist	ADAM17 inh	GAA850 FXN act	NPR1 activator	hcDAF-12 act
- COc1ccc(CCNC(=O)CSc2ccc3nnc(CCNC(=O)c4ccc(C)cc4)n3n2)cc1OC
→ -0.4	0.3	-0.1	-1.9	0	-2	0.1	-1	1.2	2	-1.7
- Cc1cccc(-c2nc(C#N)c(N3CCCCCC3)o2)c1
→ -1.2	0.6	-0.9	0.1	6	i	4.1	-369	3.8	-2	-0.9
- Cc1ccc(S(=O)(=O)N2CCC(O)(c3cccnc3)CC2)cc1
→ -1.2	0.7	-0.7	1.0	-3	-2	0.5	-3	1.2	1	-0.3
- CN(CC1CCOCC1)C(=O)CC1C(=O)NCCN1Cc1cccc(Oc2ccccc2)c1 (stereo not given)
→ 0.1	0.0	-1.7	1.0	-2	-4	4.3	-3	-0.6	0	-1.0
- COc1cccc(CNC(=O)CCc2nnc(C3CCCCC3)o2)c1
→ -1.1	-1.0	-0.8	-1.2	2	2	4.3	-3	2.1	0	1.5
- CC1=C(C(N)=O)C(c2ccc(Cl)cc2)n2nc(CCCO)nc2N1 (stereo not given)
→ -0.7	0.2	-0.1	0.2	0	4	-0.8	-6	0.0	3	-1.8
- COc1cc(-c2nc(CN(C)C(C)c3ccncn3)c(C)o2)ccc1F (stereo not given)
→ -0.9	-0.6	-0.4	0.7	-2	-3	-0.3	-6	0.9	-6	-1.0
- C[N+]1(CCOS(=O)C23CC4CC(CC(C4)C2)C3)CCOCC1 (stereo not given)
→ -1.3	-0.2	-0.2	0.4	-3	-10	0.6	-2	2.3	1	-0.4
- O=C(CSc1cn(CCNC(=O)c2cccs2)c2ccccc12)NC1CCCC1
→ -1.4	-1.9	-0.8	-0.7	0	-8	-3.8	-2	-3.9	-1	-0.8
- CCC(C(=O)NC1CCCCC1)N(C(=O)c1snc(C(N)=O)c1N)c1ccc(OC)cc1OC (stereo not given)
→ -0.9	0.1	0.9	-0.7	-2	8	1.2	-1	2.1	-9	0.3
- CC(=O)c1cccc(NC(=O)C(Sc2ncnc3ccccc23)c2ccccc2)c1 (stereo not given)
→ -0.5	-0.4	2.2	0.8	0	7	-2.3	4	0.7	0	1.6
- CCCc1ncc(CN2CCCC(C(=O)Nc3ccc(-c4cccc(OC)c4)cc3)C2)cn1 (stereo not given)
→ -1.8	-5.0	-0.7	-0.5	-4	9	-2.8	1	-2.4	-1	-3.1
- CCN1C(=O)CC(NCc2ccc3c(c2)OCO3)C1=O (stereo not given)
→ -1.6	-0.4	0.1	-2.4	-2	3	8.5	-2	-0.2	0	-0.4
- CCCCC(=O)OCC(=O)Nc1ccc(C)c(F)c1
→ -1.6	0.0	-0.4	-0.5	-2	-1	-2.4	2	1.8	2	-2.6
- COc1ccc(NC(=O)C2Cc3c(-c4cccc(C(N)=O)c4)ccnc3O2)cn1 (stereo not given)
→ -0.3	-2.7	·	2.8	-5	7	3.5	5	-3.6	1	-2.2
- O=C(CSc1nnc(COc2ccccc2)n1-c1ccccc1)Nc1ccc2c(c1)OCCO2
→ -2.0	1.7	·	·	-4	9	-2.7	1	·	-4	-1.6
- Cc1cc(C)nc(N2CCC(CNC(=O)CCc3ccccc3)CC2)n1
→ -1.4	-0.3	-1.3	2.2	0	-56	1.2	-17	2.1	1	-1.3

# Compounds above with a halogen:
# Screens in order: ssDAF12 agonist	DAX1 inh-1	DAX1 inh-2	PG9 binder	SMARCA2 activ	ADAM10 inh	hgDAF12 agonist	ADAM17 inh	GAA850 FXN act	NPR1 activator	hcDAF-12 act
- CSC1=NCCCN1C(=O)c1c(-c2ccccc2Cl)noc1C
→ -1.2	0.4	1.7	1.7	-3	-1	-0.4	-7	1.2	4	1.3
- CC(C)(C)C1CCc2onc(C(=O)Nc3cnn(Cc4ccc(F)cc4)c3)c2C1 (stereo not given)
→ -1.5	-0.5	0.7	-2.6	0	12	-0.9	3	0.7	-4	-2.2
- O=C(/C=C/c1ccc(-c2ccccc2[N+](=O)[O-])o1)c1ccc(F)cc1
→ -0.6	-0.3	-0.2	-0.8	1	1	0.9	0	-0.5	-16	2.5
- Cc1ccc(C2=N/C(=C\c3ccc(F)cc3)C(=O)N2)cc1
→ -1.0	1.4	-0.3	0.5	0	-22	1.1	-4	4.2	-1	1.4
- CC1=C(C(N)=O)C(c2ccc(Cl)cc2)n2nc(CCCO)nc2N1 (stereo not given)
→ -0.7	0.2	-0.1	0.2	0	4	-0.8	-6	0.0	3	-1.8
- COc1cc(-c2nc(CN(C)C(C)c3ccncn3)c(C)o2)ccc1F (stereo not given)
→ -0.9	-0.6	-0.4	0.7	-2	-3	-0.3	-6	0.9	-6	-1.0
- CCCCC(=O)OCC(=O)Nc1ccc(C)c(F)c1
→ -1.6	0.0	-0.4	-0.5	-2	-1	-2.4	2	1.8	2	-2.6
